Pin1 inhibitor – human Pin1 inhibition. Pin1 FP peptide displacement, HiFluor488, 10 min. Potency, µM (top dose mostly 115 µM), for inactives: top-dose activity, negative = inhibition, actives largely listed as inhibitors. 0.009% of 390,000 active. AID 504891; active means well fitted inhibition curve with a large enough effect in the polarisation, with a control signal flat, not every such curve was filed as active; inconclusive means small, poorly fitted or top-dose-only effect, or effect the other way, or a change in a side signal; inactive means no such curve, though single readings can be large or run the other way; the % refers to the polarisation; further: potency means the concentration at half of the fitted maximal effect; on the % scale 0 is the no-effect control and ±100 the full control effect
Target sequence (Q13526 whole entry, looked up): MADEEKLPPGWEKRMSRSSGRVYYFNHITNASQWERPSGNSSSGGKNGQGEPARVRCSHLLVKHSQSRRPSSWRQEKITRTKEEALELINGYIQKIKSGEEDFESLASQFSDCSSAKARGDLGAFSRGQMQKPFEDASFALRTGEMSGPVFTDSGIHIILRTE
TrxR1 substrate – substrates of rat thioredoxin reductase 1; O89049; Potency, µM (series often up to 114 µM), inactives show at the highest dose activity change, negative = substrate turnover; purified TrxR1 substrate turnover, NADPH consumption readout; 0.01% of 390,000 active; further: potency means the concentration at half of the fitted maximal effect; on the % scale 0 is the no-effect control and ±100 the full control effect; nearly all actives have a fitted effect of over 50% in size
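Rat TrxR1, dispensed at 90 nM, was prereduced with 400 uM NADPH (final) for 5 min at ~22 deg C, then incubated with compound 15 min before 400 uM selenite. A first-read NADPH fluorescence drop versus no-compound background flagged substrates.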
D2 agonist – D2 dopamine receptor (human) agonism; HEK293 T-REx D2 cells, calcium flux agonist mode; activation, % at 2 µM; 0.53% of 340,000 active; AID 485358;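 active means activation over 3 SD above normal in the single-dose calcium agonist read, cut at about 30% in these data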; further: 0% is about no effect
Target sequence (P14416 whole entry, looked up): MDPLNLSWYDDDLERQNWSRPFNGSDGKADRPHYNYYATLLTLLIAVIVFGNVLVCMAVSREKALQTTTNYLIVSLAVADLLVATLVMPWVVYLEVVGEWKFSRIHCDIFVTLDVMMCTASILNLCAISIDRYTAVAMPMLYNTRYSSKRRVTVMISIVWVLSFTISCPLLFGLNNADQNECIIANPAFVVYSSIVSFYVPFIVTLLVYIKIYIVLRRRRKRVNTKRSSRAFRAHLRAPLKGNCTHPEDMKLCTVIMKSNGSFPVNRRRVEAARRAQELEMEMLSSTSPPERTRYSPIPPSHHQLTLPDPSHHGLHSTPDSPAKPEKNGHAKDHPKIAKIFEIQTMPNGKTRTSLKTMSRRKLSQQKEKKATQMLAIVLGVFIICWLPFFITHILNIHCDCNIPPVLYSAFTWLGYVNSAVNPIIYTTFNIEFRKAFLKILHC
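Tetracycline-induced HEK293 Trex cells with D2 receptor force-coupled to calcium signaling, plated overnight at 30 C and loaded with no-wash calcium dye. Calcium flux read kinetically for 180 s after compound addition; responses flag agonists.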
TRHR agonist – TRH receptor (human) agonism; AID 493084; activation, % at 2 µM; 0.18% of 360,000 active; TRHR cells, calcium flux fluo-8, FDSS agonist mode; in the data active means activation above about 30%; further: 0% is about no effect
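In this calcium-flux screen, cells bearing human TRHR are dye-loaded with fluo-8, baselined for 10 cycles, then exposed to library compounds; positive kinetic calcium responses during the agonist phase mark hits, with TRH as control.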
rTrxR1 inhibitor – inhibitors of rat thioredoxin reductase 1 | O89049 | recombinant rTrxR1, NADPH fluorescence consumption, selenite substrate | Potency, µM (doses to about 114 µM), for the others: at the highest dose activity change, negative = inhibition, usual class: inhibitors | 1% of 390,000 active; further: potency means the concentration at half of the fitted maximal effect; on the % scale 0 is the no-effect control and ±100 the full control effect; nearly all actives have a fitted effect of over 65% in size
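Rat TrxR1 (90 nM in the dispensed reagent) was pre-reduced with 400 uM NADPH for 5 min at room temperature, then incubated with compound for 15 min. After 400 uM selenite was added, NADPH fluorescence (Ex 340/Em 450 nm) was followed for 8 min.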
USP1 inh – inhibitors of human USP1/UAF1 deubiquitinase. Potency, µM (top dose mostly 57.1 µM), without a hit: at the highest dose activity change, negative = inhibition, usual class: inhibitors. AID 743255. recombinant USP1/UAF1, Ub-Rhodamine cleavage fluorescence. 0.23% of 390,000 active; further: potency means the concentration at half of the fitted maximal effect; on the % scale 0 is the no-effect control and ±100 the full control effect; nearly all actives have a fitted effect of over 60% in size; inactives centre near -12
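Step one: compound is pinned into 1nM USP1/UAF1 in HEPES pH 7.8 buffer with TCEP. Step two: 15 min room-temperature incubation. Step three: Ub-Rho (150nM final) starts cleavage, tracked by fluorescence over six one-minute reads.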
IDH1 R132H inh – human IDH1 R132H inhibition. O75874. IDH1-R132H enzyme, NADPH consumption, diaphorase/resazurin fluorescence. Potency, µM (series often up to 76.6 µM), for the others: top-dose activity change, negative = inhibition, usual class: inhibitors. 0.093% of 390,000 active; further: potency means the concentration at half of the fitted maximal effect; on the % scale 0 is the no-effect control and ±100 the full control effect; nearly all actives have a fitted effect of over 65% in size
Target sequence (O75874 whole entry R132H, stated change not applied): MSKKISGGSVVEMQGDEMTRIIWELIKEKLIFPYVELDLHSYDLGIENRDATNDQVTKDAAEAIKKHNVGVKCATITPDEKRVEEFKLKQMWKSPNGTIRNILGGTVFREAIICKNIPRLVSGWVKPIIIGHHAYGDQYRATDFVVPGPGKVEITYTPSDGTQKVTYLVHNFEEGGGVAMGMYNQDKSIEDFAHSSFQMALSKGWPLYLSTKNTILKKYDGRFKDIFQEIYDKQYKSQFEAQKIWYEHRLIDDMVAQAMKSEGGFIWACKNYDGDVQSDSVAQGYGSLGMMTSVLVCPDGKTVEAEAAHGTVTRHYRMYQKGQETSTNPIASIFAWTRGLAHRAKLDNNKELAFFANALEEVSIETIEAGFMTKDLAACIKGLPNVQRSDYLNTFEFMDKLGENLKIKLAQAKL
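IDH1-R132H (0.5 ug/mL) preincubated 30 min with compound, then NADPH (0.016 mM) and alpha-KG (2 mM) added; 80 min at RT, pH 7.5. Remaining NADPH coupled via diaphorase/resazurin to fluorescence (540/590 nm); concentration-response curves normalized to no-enzyme control.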
D2 antag – antagonizes the human D2 dopamine receptor; AID 485344; P14416; 2% of 340,000 active; HEK293 TREx D2 cells, calcium flux, dopamine EC80; inhibition, % at 10 µM; in the data active means inhibition above about 30%; further: 0% is about no effect
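Tetracycline-induced HEK293 TREx cells expressing D2 receptor forced-coupled to calcium signalling, loaded with no-wash calcium dye. Compounds added and calcium flux read 180 s, then dopamine added at EC80 and read a further 180 s.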
TRHR enhancer – allosteric enhancers of human TRH receptor. P34981. TRHR cells, fluo-8 calcium fluorescence, EC20 TRH enhancement. enhancement, % at 2 µM. 0.66% of 360,000 active. AID 493056; in the data active means enhancement above about 30%; further: 0% is about no effect
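TRHR-expressing cells loaded with fluo-8 calcium dye were read kinetically (ex 480/em 530) during compound addition, then stimulated with an EC20 of TRH (10 nM final). Enhancement of the Gq-mediated intracellular calcium response was scored.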
The depositor's hits bear a star; ? = inconclusive; . = not tested or not shown; & = joins results of further samples; [ ] = dose if it differs, or a comment. Unless noted, the call rests on the fitted dose curve; in most records, active means well fitted inhibition curve with a large enough effect; inconclusive means small, poorly fitted or top-dose-only effect; inactive means no such curve, though single readings can be large or run the other way.

Results follow in this order: Pin1 inhibitor	TrxR1 substrate	D2 agonist	TRHR agonist	rTrxR1 inhibitor	USP1 inh	IDH1 R132H inh	D2 antag	TRHR enhancer
Cc1ccc2oc(C(=O)Nc3ccc(S(=O)(=O)Nc4onc(C)c4C)cc3)cc(=O)c2c1
→ 2%&6%	-12%&-12%	1.5&0.2	0.1&0.1	-6%&2%	-16%&-21%	-3%&17%	9	4&7
CC(C)CN1CCN(Cc2c[nH]c3ccccc23)CC1CCO (stereo not drawn)
→ -2%	7%	0.3	0.7	23%	-27%	6%	-15	3
CCOC(=O)c1cc(NC(=O)C2C3CCC(O3)C2C(=O)O)cc(C(=O)OCC)c1 (stereo not drawn)
→ -7%	1%	0.4	0.0	14%	-6%	6%	-8	11
CN1CCc2nc3ccccc3c(C(=O)OCC(=O)N(CCC#N)c3ccccc3)c2C1
→ -3%	4%	2.4	0.3	15%	-26%	7%	0	21
C/C(=N\NC(=O)CCc1c[nH]c2ccccc12)c1cccc([N+](=O)[O-])c1
→ 0%	-5%	0.3	-1.0	4%	-20%	-4%	18	1
CCS(=O)(=O)N1CCN(c2nc(-c3ccccc3)cs2)CC1
→ 8%	-1%	.	-0.6	6%	-6%	12%	.	-7
COc1ccc(CCN2C(=O)CC(N3CCOCC3)C2=O)cc1 (stereo not drawn)
→ ?	10%	.	0.0	15%	-16%	3%	.	6
CCOc1cc(CNc2ccc(S(N)(=O)=O)cc2)cc(Cl)c1OC
→ 1%	-13%	-0.7	-0.5	-10%	-9%	4%	2	6
CCN(CC)C(C)C#CCC(c1ccccc1)c1ccccc1 (stereo not drawn)
→ .	.	-0.2	2.3	.	.	.	-24	-8
CC1c2c([nH]c3ccccc23)CCC1C(=O)O (stereo not drawn)
→ 5%	1%	0.0	0.3	3%	-20%	0%	-2	4
CC1=C(C(=O)Nc2ccc(C)cc2C)C(c2ccc[nH]2)n2ncnc2N1 (stereo not drawn)
→ 0%	7%[57.1 µM]	-1.5	-0.1	17%[57.1 µM]	-21%	-5%	.	0
COc1ccc(CNC(=O)COC(=O)C2CCN(S(=O)(=O)c3ccccc3C(F)(F)F)CC2)cc1
→ -3%	1%	0.6	0.0	8%	-21%	5%	21	3
CC1CCN(S(=O)(=O)c2ccc(C(=O)Nc3nnc(-c4ccccn4)o3)cc2)CC1
→ -6%	-12%	-1.6	-0.4	-3%	-15%	-10%	11	-6
Cc1noc(N)c1C(=O)Nc1ccccc1F
→ -2%	6%	0.4	0.2	9%	-24%	0%	-5	-9
C/C(=N\N1CCN(Cc2ccc(C)cc2)CC1)c1ccco1
→ 3%	-15%	-0.8	0.3	-16%	7%	-1%	24	7
COc1ccc(OC)c(N(CC(=O)Nc2cccnc2)S(=O)(=O)c2ccccc2)c1
→ 0%	1%	0.2	-1.0	1%	-14%	2%	-4	8
COC(=O)c1ccc(C2NC(=O)c3c(sc(C)c3C)N2)cc1 (stereo not drawn)
→ 20%	13%	0.4	-0.1	21%	-11%	10%	-7	-6
Cc1cc(C)c(NC(=O)C2C3/C=C\CCCCC32)c(C)c1 (stereo not drawn)
→ 7%	-6%	-0.2	-0.3	-4%	0%	-8%	-3	14
CCOC(=O)c1cccc(NC(=O)CCc2nnc3ccc(N4CCCCC4)nn23)c1
→ 3%	-2%	0.1	-0.3	11%	-6%	-13%	3	1
CC1(C)SC2c3ccccc3C(=O)N2C1C(=O)O (stereo not drawn)
→ -4%	12%[57.1 µM]	.	.	13%[11.4 µM]	-1%	5%	.	.

Some of the entries so far, field by field.
CC1c2c([nH]c3ccccc23)CCC1C(=O)O (stereo not drawn)
  Pin1 inhibitor = 5%	TrxR1 substrate = 1%	D2 agonist = 0.0	TRHR agonist = 0.3	rTrxR1 inhibitor = 3%	USP1 inh = -20%	IDH1 R132H inh = 0%	D2 antag = -2	TRHR enhancer = 4
COC(=O)c1ccc(C2NC(=O)c3c(sc(C)c3C)N2)cc1 (stereo not drawn)
  Pin1 inhibitor = 20%	TrxR1 substrate = 13%	D2 agonist = 0.4	TRHR agonist = -0.1	rTrxR1 inhibitor = 21%	USP1 inh = -11%	IDH1 R132H inh = 10%	D2 antag = -7	TRHR enhancer = -6

More compounds follow:
Results follow in this order: Pin1 inhibitor	TrxR1 substrate	D2 agonist	TRHR agonist	rTrxR1 inhibitor	USP1 inh	IDH1 R132H inh	D2 antag	TRHR enhancer
N#CC1=C(SCc2ccccc2)NC(=O)CC1c1ccccc1 (stereo not drawn)
→ -3%	-2%	1.4	-0.3	2%	-10%	8%	-1	0
COc1cc(/C=N/OCC(=O)NC2CCS(=O)(=O)C2)ccc1OC(F)F (stereo not drawn)
→ -4%	-6%	1.9	1.2	15%[57.1 µM]	-20%	-2%	29	-4
CN(C)S(=O)(=O)c1ccc(C(=O)Oc2ccccc2)cc1
→ -12%	3%[57.1 µM]	0.4	0.0	4%[57.1 µM]	7%	6%	21	2
O=S(=O)(Nc1ccc(O)c(Sc2nc3ccccc3s2)c1)c1cc(Cl)ccc1Cl
→ 3%	-2%	-0.4	-1.3	1%	-16%	-11%	.	-4
CC(C)CC(c1nnnn1C(C)C)N1CCN(c2ccccc2)CC1 (stereo not drawn)
→ -11%	0%	-0.3	1.3	0%	-14%	0%	-3	0
O=C(c1ccc(Cl)c(Cl)c1)N1CCCC1
→ 0%	-2%	0.1	0.3	-13%	-21%	7%	-3	13
O=C1C2CCCN2C(=O)N1CCCN1CCN(c2cccc(Cl)c2)CC1 (stereo not drawn)
→ -3%	-9%	26	0.5	0%	-22%	-2%	31*	-5
O=C(NCC(=O)N1CCN(S(=O)(=O)c2ccccc2F)CC1)c1ccc(Br)o1
→ 4%	-7%	0.6	-0.2	-1%	-7%	0%	2	4
O=C1CN(C(=O)c2ccc(S(=O)(=O)N3CCCC3)cc2)C(c2ccccc2)c2cc(Cl)ccc2N1 (stereo not drawn)
→ ?	4%[2.29 µM]	0.3	0.4	17%	?	-3%	.	2
O=C(NC1CCCCC1)N(Cc1ccccc1)Cc1ccco1
→ -2%	-13%	0.9	0.4	-9%	11%	2%	-4	-8
CCc1cc(Cn2nc(-c3ccccc3)cc2C(=O)NCc2ccc(C)cc2)on1
→ 2%	0%	0.3	0.9	12%	-21%	-1%	7	-1
CCCc1cc(=O)oc2cc(C)cc(OC(C)C(=O)NCc3ccccn3)c12 (stereo not drawn)
→ 0%	106%[activator]	-1.0	-1.3	15%	-12%	2%	16	-14
CCCC(=O)C1=C(N(C)c2ccccc2)CC(C)(C)CC1=O
→ -14%	-5%	-0.7	-0.7	1%	-4%	-13%	29	0
O=[N+]([O-])c1ccc(Nc2ccccc2)nc1
→ 1%	-12%	-2.5	0.0	-15%	-9%	2%	-2	-1
O=c1c2sc3ccccc3c2n(Cc2ccccc2F)c(=O)n1Cc1ccccc1
→ 4%	8%	0.2	0.4	10%	-19%	-12%	.	0
O=C(Cn1nnc(N2CCCC2)n1)N/N=C/c1ccc(Cl)cc1
→ 6%	-17%[57.1 µM]	3.5	3.7	15%[57.1 µM]	-10%	2%	2	3
CC(=O)Nc1cc(C(F)(F)F)ccc1Oc1cccc(Br)c1
→ 0%	2%	-0.4	-0.9	11%	-15%	5%	7	3
COc1ccc2cc(CNc3ccc(C)cc3)c(=O)n(CC(=O)Nc3cccc(Cl)c3C)c2c1
→ 8%	7%	.	-0.3	27%	?	-12%	.	4
CCOC(=O)c1ccc(N2CCCCC2)c(NS(=O)(=O)c2cccc(C(F)(F)F)c2)c1
→ 0%	-3%	.	0.8	27%	-22%	1%	.	-8
COc1ccc2nc(/C=N/NC(=O)[C@@H]3CCCN3C(=O)OC(C)(C)C)ccc2c1
→ 3%	37%[activator][11.4 µM]	0.5	-1.0	12%[11.4 µM]	-11%	2%	-11	7
CC1(C)CC(NC(=O)c2ccccc2F)CC(C)(C)N1
→ 2%	-2%	0.0	0.2	12%[57.1 µM]	-31%	6%	-15	-2
O=C1CN2Cc3c(ccc(Cl)c3Cl)N=C2N1
→ -7%	2%	.	.	21%	-20%	4%	.	.
CCN(Cc1ccncc1)C(=O)c1cc(COc2ccc(F)cc2Cl)on1
→ -8%	-5%	-0.8	0.3	-9%	-6%	5%	4	-8
O=C(O)CS/C(=C\c1ccc(F)cc1)c1nc2ccccc2s1
→ .	.	0.1	-0.6	.	.	.	11	2
Cc1c(NC(=O)c2cnn3c2NC(c2ccccc2)CC3C(F)(F)F)c(=O)n(-c2ccccc2)n1C (stereo not drawn)
→ -5%	-9%	-1.8	0.0	4%	6%	-7%	8	3
COc1cccc(NC(=O)N2C3CCCC2CC(NC(=O)C(C)(C)C)C3)c1 (stereo not drawn)
→ -4%	2%	-0.6	0.0	7%	-10%	-1%	-3	-3
CC(C)(C)OC(=O)NCCCC[C@H](NC(=O)c1[nH]cnc1C(=O)N[C@@H](Cc1ccccc1)C(=O)OC(C)(C)C)C(=O)OC(C)(C)C
→ ?	-22%	0.2	1.3	-19%	?	-7%[38.3 µM]	-7	-7
Brc1ccc2c(c1)CN1CCCC1=N2
→ -1%	4%	0.7	0.2	26%	-12%	15%	16	3
O=C(NNC(=O)c1cc([N+](=O)[O-])ccc1Cl)c1cccnc1
→ 6%	3%	0.6	1.5	17%	-15%	0%	-1	2
COc1cccc(OCc2nnc(SCC(=O)N3c4ccccc4Sc4ccc(Cl)cc43)o2)c1
→ 6%	10%[57.1 µM]	0.7	-0.4	-4%[57.1 µM]	-29%	-1%	-1	1
Cc1ccc2c(n1)CC(C)(C)C/C2=N\O
→ -3%	5%	0.2	0.3	5%	1%	3%	-26	13
Cc1ccc(-n2c(Cc3cccn3C)nnc2SCC(=O)NCc2ccc3c(c2)OCO3)cc1
→ 2%	-7%	-0.8	-0.9	-3%	2%	-3%	12	3
Cc1noc(C)c1COC(=O)C1CCN(S(=O)(=O)c2ccc(F)cc2)CC1
→ -6%	-8%	-0.4	0.6	-4%	-14%	1%	4	0

Source: PubChem BioAssay (National Center for Advancing Translational Sciences (NCATS))

These rows are one share of the data; count on the stated rates, not on these rows.
